# Bioassay records from PubChem BioAssay.
# SRC1 TRFRET art: TR-FRET artefact, counter-screen to PPARgamma/SRC-1 agonist assay. TR-FRET detection artefact counter-screen, emission ratio; hits give high values. TR-FRET ratio at 8 µM. 99,000 tested, 0.34% active. AID 1051; in the data active = TR-FRET ratio above about 2300; also: inactives centre near 1800; reference of the scale not given here
# SRC3 TRFRET art: counter-screen for PPARgamma SRC-3 recruitment agonists: TR-FRET artefact; PPARgamma/SRC-3 format; hits give high values; TR-FRET ratio at 8 µM; 99,000 tested, 0.39% active; AID 1048; in the data active = TR-FRET ratio above about 2000; also: inactives centre near 1600; reference of the scale not given here
# * = called active by the depositor. An excerpt; rates above refer to the full screens.
mol	SRC1 TRFRET art	SRC3 TRFRET art
COC(=O)C1CCCN1C(=O)COc1ccc(Br)cc1Cl (stereo unspecified)	1658	1642
CCC1CN(C(=O)Nc2ccc(C)cc2)c2cc(C)ccc2O1 (stereo unspecified)	1788	1564
Cc1ccc(S(=O)(=O)NC(=O)c2ccccc2)cc1C(C)C	1614	1536
COCCn1c(SCC(=O)c2cc(C)n(C)c2C)nc2ccccc2c1=O	1726	1438
O=C(COc1cccnc1[N+](=O)[O-])N1CCN(S(=O)(=O)c2ccc3ccccc3c2)CC1	1651	1602
COC(=O)c1ccc(-c2noc(CN(C)Cc3ccncc3C)n2)cc1	1734	1687
COc1ccc(CN(Cc2ccc(C(=O)O)cc2)C(=S)Nc2ccccc2F)cc1OC	1822	1447
CCOc1ncccc1C(=O)OCc1cc(=O)oc2c(C)c(C)ccc12	1944	1713
Nc1[nH][nH]c(=O)c1N=Nc1cccc(Cl)c1	2030	1606
O=C(CSc1nc2ccccc2s1)Nc1ccc2c(c1)OCO2	1983	1736
COc1cc(OC)c2c(c1O)OC(c1ccccc1)CC2=O (stereo unspecified)	1951	1781
O=C(Nc1cccs1)Nc1ccc(Br)cc1F	2058	1539
CC1(C)CC(=O)C2=C(C1)Nc1ccccc1NC2c1ccccn1 (stereo unspecified)	1778	1702
CC(c1ccc(F)cc1)n1cc(C(=O)NCCN(C)C)nn1 (stereo unspecified)	1661	1506
CCOC(=O)c1c(C)[nH]c(C(=O)N/N=C/c2ccc(Br)cc2)c1C	1854	1586
Cc1nc(N2CCCCC2)sc1C(=O)c1ccc(SCCO)c([N+](=O)[O-])c1	1841	1407
O=C(Cc1cccs1)Nc1cccc(-c2ccc3nncn3n2)c1	1949	1693
CC(=O)Nc1ccc(S(=O)(=O)Nc2nnc(CC(C)(C)C)s2)cc1	1873	1651
O=C(N/C(=C\c1ccc(Br)cc1)C(=O)N1CCCC1)c1ccccc1F	1885	1709
CN(Cc1ccno1)C(=O)CC1C(=O)NCCN1CC(c1ccccc1)c1ccccc1 (stereo unspecified)	1691	1576
C=CCn1c(SCC(=O)NC2CC2)nc2sc(CC)cc2c1=O	1721	1633
COc1ccc(C(CCNC(C)c2ccccc2)c2ccc(F)cc2)cc1 (stereo unspecified)	1628	1696
COc1ccc(-c2cnnc(N/N=C/c3ccc(OC)c(OC)c3)n2)cc1	2035	1653
Cc1cc(C)n(-c2ccc(C(=O)O)cc2[N+](=O)[O-])n1	1868	1554
Oc1ccccc1C1OCC2(CO1)COC(c1ccccc1O)OC2 (stereo unspecified)	1807	1596
CN(C)CC1CCCCC1OC(=O)/C=C/c1ccc(Cl)cc1Cl (stereo unspecified)	1975	1604
Cc1cccc(C(=O)NCC(=O)Nc2ccc(S(=O)(=O)Nc3nc(C)cc(C)n3)cc2)c1	1997	1538
CCN1C(=O)S/C(=C/c2cn(C)c3ccccc23)C1=O	1435	1414
CCOC(=O)c1c(-c2ccccc2)csc1NC(=O)c1ccc(S(=O)(=O)N2CCOCC2)cc1	1834	1622
Cc1ccc(S(=O)(=O)Nc2ccccc2CNc2cccc(C)n2)cc1	1834	1623
Cn1c(CC(=O)c2ccc(Br)cc2)[n+](C)c2ccccc21	1729	1668
O=[n+]1cc(-c2ccc(Br)cc2)n([O-])c2c1CCC2	1760	1518
CCCNC(=O)OCCC12CC3CC(CC(C3)C1)C2	2177	1775
Cn1c(N/N=C2\CCCc3ccccc32)nc2c1c(=O)n(Cc1ccccc1)c(=O)n2C	1656	1510
CCOC(=O)CCCNC(=O)COC(=O)c1cccc(F)c1	1626	1612
O=C(CCS(=O)(=O)c1cccs1)Nc1ccc(C(=O)NC2CCN(Cc3ccccc3)CC2)cc1	1792	1728
CCC(=O)n1nc(-c2cccnc2)nc1NCc1ccccc1	1793	1573
Cc1ccc(NC(=S)NN2CCN(C)CC2)cc1	1752	1384
O=C(Oc1ccc(C(=S)N2CCOCC2)cc1)c1ccc(Br)cc1	1703	1772
CCN(CC)c1ccc2c(C)c(CO)c(=O)oc2c1	1844	1672
COc1ccc(C(C2C(=O)CC(C)(C)CC2=O)C2C(=O)CC(C)(C)CC2=O)cc1COCC(F)(F)F	1770	1457
Cc1cc(C)n2c(Br)c(CSc3nc4ccccc4s3)nc2n1	1843	1531
COc1ccc(C(=O)N/C(=C\c2cc(OC)c(OC)cc2[N+](=O)[O-])C(=O)NCC(=O)O)cc1	1772	1561
CCOC(=O)C(=O)NNc1cccc(C)c1C	1915	1725
Cc1cccc(NC2=NCC(=O)N2Cc2cccs2)c1	1701	1467
CC(/C=N/NC(=O)c1cccs1)=C\c1ccco1	1586	1583
CCOC(=O)C1CCN(C(=O)Nc2ccc(NC(=O)C3CCN(C(=O)OCC)CC3)cc2)CC1	1535	1526
N#CC1=C(N)N(c2ccccc2C#N)C2=C(C(=O)CCC2)C1c1ccsc1 (stereo unspecified)	2097	1544
CCn1cc(CN2CCN(Cc3cccc(OC)c3)C(CCO)C2)c(C)n1 (stereo unspecified)	1762	1691
O=C(COC(=O)c1cc([N+](=O)[O-])ccc1NCCO)c1ccc(Cl)cc1	1988	1978

# Additional compounds follow:
mol	SRC1 TRFRET art	SRC3 TRFRET art
CCN(CC)S(=O)(=O)c1cccc(C(=O)NC(C(=O)Nc2nnc(C3CC3)s2)C(C)C)c1 (stereo unspecified)	1661	1612
CC(C)C(C)NC(=O)COC(=O)c1cccc(C(=O)OCC(=O)NC(C)C(C)C)n1 (stereo unspecified)	1898	1401
O=C(Nc1ccc2c(c1)CCC2)c1ccc(Br)s1	2142	1728
Cc1cc(CNCc2c(C(=O)N(C)Cc3ccccc3)nc3ccccn23)nn1C	1759	1806
Cc1ccc(C2C(C#N)=C(N)N(N(C)C)C3=C2C(=O)CCC3)cc1 (stereo unspecified)	1903	1840
N#C/C(=C/c1ccc(CNS(=O)(=O)c2ccccc2)o1)C(=O)NCc1ccccc1	1809	1693
O=C(c1sc2cc(F)ccc2c1Cl)N1CCN(c2cccc(Cl)c2)CC1	2007	1945
O=C(CCc1nc2ccccc2s1)OCC(=O)c1ccccc1	1984	1639
O=C(CCC1CCCN(Cc2cccc3c2OCO3)C1)NCc1ccc(F)c(F)c1 (stereo unspecified)	1647	1760
O=C(NCCc1nc2ccccc2[nH]1)/C(=C/c1ccco1)NC(=O)c1ccc(Br)o1	1823	1542
O=C(CCCN1C(=O)c2ccccc2C1=O)NCCCn1ccnc1	1860	1559
CCN(CC)C1CCN(Cc2cn[nH]c2-c2ccc(OC)c(F)c2)C1 (stereo unspecified)	1925	1543
CCOCCCn1cc(C(=O)c2cc(Br)ccc2O)cc(C#N)c1=O	1967	1659
Clc1ccc(SCCOCCN2CCc3ccccc3C2)cc1	1500	1373
CCOC(=O)CCCCNCc1ccccc1	1967	1609
Cc1ccn2cc(-c3cc4ccccc4oc3=O)nc2c1	2126	1750
O=c1oc2c(-c3cccc(F)c3)cc(O)cc2s1	1644	1732
Nc1c(S(=O)(=O)c2ccccc2)csc1C(=O)O	1522	1423
CC1(C(=O)Nc2ccccc2)Cc2ccccc2C(=O)O1 (stereo unspecified)	1769	1635
COc1cccc(CNS(=O)(=O)/C=C/c2ccc(OC)c(OC)c2)c1	1573	1508

# Entries of single compounds, looked up by structure. Order of screens: SRC1 TRFRET art	SRC3 TRFRET art
# Record of `O=C(CCC1CCCN(Cc2cccc3c2OCO3)C1)NCc1ccc(F)c(F)c1` (stereo unspecified) : 1647	1760
# Record of `COC(=O)C1CCCN1C(=O)COc1ccc(Br)cc1Cl` (stereo unspecified) : 1658	1642
# Record of `CCN(CC)C1CCN(Cc2cn[nH]c2-c2ccc(OC)c(F)c2)C1` (stereo unspecified) : 1925	1543
# Record of `CN(C)CC1CCCCC1OC(=O)/C=C/c1ccc(Cl)cc1Cl` (stereo unspecified) : 1975	1604
# Record of `O=C(c1sc2cc(F)ccc2c1Cl)N1CCN(c2cccc(Cl)c2)CC1` : 2007	1945

# Other records:
mol	SRC1 TRFRET art	SRC3 TRFRET art
CSc1ccc(/C=N/N2CCN(Cc3ccc(Cl)cc3)CC2)cc1	1774	1497
COc1cccc(OCCNc2cc(N3CCOCC3)ccc2[N+](=O)[O-])c1	1881	1650
Cc1ccc(C)c(C(=O)COC(=O)c2cc(Cl)nc3ccccc23)c1	1725	1506
CSc1ncccc1C(=O)OCC(=O)Nc1ccc2c(c1)OCO2	1595	1609
CCn1c(O)c(C=Nc2ccccc2)sc1=S	1995	1858
CCN(c1ccc(N=Cc2c(O)n(Cc3ccc(OC)cc3)c(=O)c3ccccc23)cc1)C(C)C	1953	1760
O=c1c2cnn(-c3ccccc3)c2ncn1CCc1ccccc1	2045	1763
COc1ccc(OC)c(C2C(C(=O)N(C)C)=C(C)Nc3nc4ccccc4n32)c1 (stereo unspecified)	1764	1631
Cc1ccnc(SCC(=O)c2cc3ccccc3o2)n1	1838	1480
Cc1cccnc1NC(=O)c1ccc([N+](=O)[O-])o1	1983	1647
COc1ccc(/C=C2\SC(=S)N(NC(=O)c3ccncc3)C2=O)cc1OC	1951	1770
CCSc1nnc(-c2ccccc2SC)o1	2385*	1975
O=C1CCCc2c1[nH]c1ccc(Br)cc21	2115	1820
O=C(NCc1cccnc1)c1ccc(COc2ccccc2Cl)o1	1646	1481
COc1ccc(C(=O)NNC(=O)Nc2ccc(C)cc2)cc1	1904	1462
CC(=O)Nc1ccc(C(=O)Nc2nc(-c3cccnc3)cs2)cc1	1713	1482
S=C(NCCc1ccccc1)Nc1ccc(Br)cc1	1959	1745
Cc1csc(NC(=O)CCNC(=O)c2ccc([N+](=O)[O-])cc2)n1	1797	1527
Cc1ccc(OCC(=O)c2cc(C)n(C)c2C)c([N+](=O)[O-])n1	1836	1501
COCCOC(=O)C1=C(N)OC2=C(C(=O)CC(C)(C)C2)C1c1ccncc1 (stereo unspecified)	1662	1646
CCN(CC)c1cc(-c2ccccc2)ncn1	2122	1659
Cc1ccc(CN2CCc3c(OCC(=O)Nc4cccc(C)c4C)cccc3C2=O)cc1	1636	1588
Cc1ccc(S(=O)(=O)C2C(=O)NC3(C)CC2c2ccccc2O3)cc1 (stereo unspecified)	1700	1469
O=C(Nc1cccc2c1C(=O)NC2=O)c1ccc(N2C(=O)CCC2=O)cc1	1828	1563
O=C(CCCO)N/N=C/c1cc(Br)ccc1O	1765	1390
Cc1ccc(-n2cc(CNCC3CC(=O)N(C4CC4)C3)c(-c3cccc(C)c3)n2)cc1 (stereo unspecified)	1941	1639
CCCn1c(SCc2nc(N)nc(N3CCCCC3)n2)nc2c1c(=O)n(C)c(=O)n2C	1629	1381
O=C(CCCOc1ccccc1)Nc1ccc(Cl)cn1	1755	1642
CCOc1ccc(C(=S)N2CCCC2)cc1OC	1844	1417
Cn1nc(-c2ccccc2)c(CN2CCN(c3ncccn3)CC2)c1Cl	1929	1681

# Reprinted at random: 4 entries already listed.
mol	SRC1 TRFRET art	SRC3 TRFRET art
Cc1ccc(S(=O)(=O)C2C(=O)NC3(C)CC2c2ccccc2O3)cc1 (stereo unspecified)	1700	1469
Cc1ccc(CN2CCc3c(OCC(=O)Nc4cccc(C)c4C)cccc3C2=O)cc1	1636	1588
O=C(CCCO)N/N=C/c1cc(Br)ccc1O	1765	1390
Cc1ccc(-n2cc(CNCC3CC(=O)N(C4CC4)C3)c(-c3cccc(C)c3)n2)cc1 (stereo unspecified)	1941	1639

# (listing goes on)
mol	SRC1 TRFRET art	SRC3 TRFRET art
CCNC(=O)NC(=O)C(C)OC(=O)CCCc1nc2ccccc2s1 (stereo unspecified)	1655	1539
COc1cc(O)cc(O)c1C(=O)/C=C/c1ccccc1	1560	1450
O=C(c1ccc(OC2CCN(CCc3ccccc3)CC2)cc1)N1CCCC(O)C1 (stereo unspecified)	1726	1555
CCc1cc(=O)oc2cc(C)cc(OCC(=O)C(C)(C)C)c12	1637	1376
NS(=O)(=O)c1cc(C(=O)OCC(=O)Nc2ccccc2[N+](=O)[O-])ccc1Cl	1840	1547
Cc1ccc(C(=O)O)cc1-n1c(C)cc(C=O)c1C	1642	1381
Cc1nn(-c2ccccc2)c(Cl)c1/C=N/NS(=O)(=O)c1ccc(Br)cc1	1643	1574
COC(=O)c1ccc(CO/N=C/c2ccc(OC)cc2)o1	1688	1354
Cc1ccc2c(C)nc(/N=C(\N)NC(=O)N3c4ccccc4Sc4ccccc43)nc2c1	1674	1464
COCCNC(=O)NC12CC3CC(CC(C3)C1)C2	1665	1262
Cc1ccc(S(=O)(=O)N2CCN(C(C(=O)Nc3ccc(F)cc3)c3ccccc3)CC2)cc1 (stereo unspecified)	1662	1557
Nc1ccc2[nH]ncc2c1	1876	1713
CCn1ncc(C2=NOC(C(=O)NCc3ccccc3)C2)c1C (stereo unspecified)	2021	1552
O=C(CCSc1nnc(-c2ccco2)o1)Nc1ccc(F)cc1	1412	1373
CN(C)CCCNS(=O)(=O)c1ccc(Cl)s1	2031	1658
COc1ccc(/C=C/C(=O)c2ccccn2)cc1	1741	1521
Nc1nc(N)c(N=Nc2ccc(Cl)cc2)c(=O)[nH]1	1726	1531
CCNc1nc(NCC)n2c(SCC(=O)NC34CC5CC(CC(C5)C3)C4)nnc2n1	1667	1520
COCCCN1CN(Cc2ccccc2)CNC1=S	1638	1356
C=CCn1c(COc2ccc(OC)cc2)nnc1SCn1nnc2ccccc2c1=O	1886	1492
CCCCOc1ccc(/C=C/C(=O)NC2=Nc3ccccc3NC(C)=C2C(=O)OCC)cc1OC	1800	1576
CNC(=S)NC12CC3CC(CC(C3)C1)C2	1818	1694
O=C(c1ccccc1)N(Cc1nc2ccccc2c(=O)[nH]1)C1CCCC1	1901	1334
Cn1ncnc1SCc1cn2cccnc2n1	2051	1626
CN=C(Nc1ccc(C(=O)OC)s1)c1ccccc1	2098	1697
